Source: PubChem BioAssay
PTAP TSG101 blk = blocks PTAP/TSG101 interaction to inhibit HIV-1 budding; Potency, µM (top dose mostly 115 µM), without a hit: at the highest dose activity change, negative = inhibition, most hits filed as inhibitors; Fluorescence polarization, FITC-PTAP peptide / Tsg101 binding; Q99816; 340,000 tested, under 10 active; active = well fitted inhibition curve with a large enough effect in the main read-out, with a control signal flat, not every such curve was filed as active; inconclusive = small, poorly fitted or top-dose-only effect, or effect the other way, or a change in a side signal; inactive = no such curve, though single readings can be large or run the other way; also: potency is read from the fitted curve at half-maximal effect; % of control where 0% means no effect
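Steps: Tsg101 binding domain dispensed (10 uM final), compounds pinned in DMSO, FITC-labeled PTAP-motif peptide added (50 nM final); after 20 min binding at room temperature, polarization measured.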
B2AR arrestin = recruits beta-arrestin to the human beta2-adrenergic receptor; P07550; beta-arrestin recruitment to beta2AR, cell-based reporter; Potency, µM (series often up to 46.1 µM), without a hit: at the highest dose activation, usual class: activators; 0.02% of 330,000 active;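 also: potency is read from the fitted curve at half-maximal effect; 0% = DMSO controls and full agonism = EC100 isoproterenol or metaproterenol; nearly all actives have a fitted effect of over 65% in size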
Target sequence (P07550 whole entry, looked up): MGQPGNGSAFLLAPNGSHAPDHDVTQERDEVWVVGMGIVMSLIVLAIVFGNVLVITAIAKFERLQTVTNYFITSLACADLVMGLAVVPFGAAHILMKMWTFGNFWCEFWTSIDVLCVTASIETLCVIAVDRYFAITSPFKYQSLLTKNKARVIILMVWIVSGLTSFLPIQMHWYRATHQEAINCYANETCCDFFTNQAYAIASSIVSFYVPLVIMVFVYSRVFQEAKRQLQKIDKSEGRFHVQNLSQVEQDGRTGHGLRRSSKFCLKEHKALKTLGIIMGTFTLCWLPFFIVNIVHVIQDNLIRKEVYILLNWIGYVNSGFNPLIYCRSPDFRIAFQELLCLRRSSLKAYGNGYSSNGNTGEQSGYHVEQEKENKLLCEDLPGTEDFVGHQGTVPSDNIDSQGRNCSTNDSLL
USP2a inh = blocks human ubiquitin-specific protease USP2a; USP2 core, Ub-CHOP2 coupled fluorogenic reporter, 485/531; Potency, µM (highest dose often 38.3 µM), without a hit: at the highest dose activity change, negative = inhibition, most hits filed as inhibitors; 0.01% of 330,000 active; O75604;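 also: potency is read from the fitted curve at half-maximal effect; plate controls were DMSO wells for no effect and full inhibition by NEM control for full effect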
Target sequence (O75604 whole entry, looked up): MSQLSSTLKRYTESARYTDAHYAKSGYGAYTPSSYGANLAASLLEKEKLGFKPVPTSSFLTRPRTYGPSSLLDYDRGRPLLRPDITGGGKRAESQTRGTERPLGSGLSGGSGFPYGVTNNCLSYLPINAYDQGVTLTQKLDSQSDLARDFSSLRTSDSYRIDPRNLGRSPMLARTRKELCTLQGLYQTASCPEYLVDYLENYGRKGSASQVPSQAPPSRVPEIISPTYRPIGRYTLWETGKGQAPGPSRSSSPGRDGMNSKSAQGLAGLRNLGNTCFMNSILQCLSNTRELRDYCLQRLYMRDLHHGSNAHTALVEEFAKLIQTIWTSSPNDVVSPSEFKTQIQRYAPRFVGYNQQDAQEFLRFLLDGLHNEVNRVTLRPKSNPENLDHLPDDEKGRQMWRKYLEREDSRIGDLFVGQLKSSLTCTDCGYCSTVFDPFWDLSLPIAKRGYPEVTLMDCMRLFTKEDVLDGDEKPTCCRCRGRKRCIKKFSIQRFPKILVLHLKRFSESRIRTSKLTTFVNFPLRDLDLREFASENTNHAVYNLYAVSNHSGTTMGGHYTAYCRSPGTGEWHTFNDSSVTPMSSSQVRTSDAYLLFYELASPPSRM
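USP2 core (10nM final) preincubated 30min RT with compound in 20mM Tris-HCl pH 8.0, 2mM CaCl2, 2mM beta-mercaptoethanol, 0.05% CHAPS; 25nM Ub-CHOP2 plus 25nM reporter substrate added, fluorescence (Ex485/Em531) read after 60min.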
TRPV1 ag = agonists of human vanilloid receptor 1 (TRPV1) | Q8NER1 | TRPV1-expressing cells, Fluo-8 calcium influx, agonist mode | activation, % at 8.33 µM | 0.19% of 320,000 active | AID 540275; in the data active = activation above about 80%; inconclusive = between about 30% and that limit; also: 0% is about no effect
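TRPV1-expressing cells were cultured overnight at 35.5C and loaded with Fluo-8 calcium dye for 40 to 90 min at room temperature. After a 10 s baseline, compound was added and calcium influx was read kinetically for 3 min (ex 480/em 520 nm).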
BRCA1 expr up = increases BRCA1 expression; MCF7-BRCA1-FFLuc reporter, luminescence, 48 h; response scale: scaled: vehicle 0%, 10 µM genistein 100%; Potency, µM (highest dose often 46.1 µM), for inactives: at the top dose activation, most hits filed as activators; 1.1% of 380,000 active; also: potency is read from the fitted curve at half-maximal effect; nearly all actives have a fitted effect of over 80% in size; some results filed as inactive show a strong effect at the top dose
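Luminescence from a BRCA1-driven firefly luciferase in MCF7 cells was read after 48 h compound exposure at 37 C. Data normalized against DMSO and a 10microM genistein activation control, then curve-fitted across the titration.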
ELG1 genotoxic = inducers of genotoxicity in HEK293T ELG1-luciferase cells. HEK293T ELG1-luciferase reporter, luminescence, 16 h. Potency, µM (top dose mostly 46 µM), without a hit: at the top dose activity change, positive = activation, hits mostly activators. 1.3% of 330,000 active. AID 504466; also: potency is read from the fitted curve at half-maximal effect; % of control where 0% means no effect; nearly all actives have a fitted effect of over 60% in size
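After overnight (16 hr) compound treatment at 37 °C, ELG1-luciferase HEK293T cells were lysed with ONE-Glo; luminescence quantified 30 min later at room temperature.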
a7 integrin act = integrin-mediated muscular dystrophy alleviation activation | alpha7betagal myoblasts, beta-gal FDG fluorescence, 48 h | Potency, µM (titrated, usually from 38.3 µM), inactives show top-dose activation, usual class: activators | 0.064% of 350,000 active | AID 624291;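 also: potency is read from the fitted curve at half-maximal effect; 100% = response of the positive control SU9516; nearly all actives have a fitted effect of over 60% in size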
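alpha7betagal+/- myoblasts (passage 13, 250/well) treated 48 h at 37C with compounds at 1:260 dilution of DMSO stock. Lysed, then beta-galactosidase activity read as FDG fluorescence (ex 480/em 540) after 30 min, with pre-read for autofluorescence.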
S-ASM inh = human S-ASM enzyme inhibition; P17405; Potency, µM (highest dose often 57.5 µM), inactives show top-dose activity change, negative = inhibition, actives largely listed as inhibitors; 0.006% of 340,000 active; placental ASM, HMU-PC fluorogenic substrate, 60 min; AID 504937; also: potency is read from the fitted curve at half-maximal effect
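Human placenta-derived ASM enzyme was preincubated with compound for 10 minutes at room temperature, then given fluorogenic substrate HMU-PC0 (9 uM final) for 60 minutes at 37 °C; a pH 10 stop preceded fluorescence reading at Ex 386/Em 447 nm.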
uPA generation = cell surface uPA generation inhibition; cell surface uPA generation assay, qHTS; Potency, µM (top dose mostly 38.3 µM), for the others: at the top dose activity change, negative = inhibition, most hits filed as inhibitors; 0.31% of 330,000 active; active = well fitted inhibition curve with a large enough effect; inconclusive = small, poorly fitted or top-dose-only effect; inactive = no such curve, though single readings can be large or run the other way; tested in mouse RAW 264.7 cells; also: potency is read from the fitted curve at half-maximal effect; % is scaled to controls: 0 for no effect and ±100 for the full control effect; nearly all actives have a fitted effect of over 55% in size
Eya2 phos inh = Eya2 (human) phosphatase inhibition; 0.006% of 330,000 active; Potency, µM (highest dose often 76.9 µM), for the others: at the highest dose activity, negative = inhibition, usual class: inhibitors; recombinant Eya2, OMFP fluorescence dephosphorylation (OMFP is methylfluorescein phosphate); AID 488837; also: potency is read from the fitted curve at half-maximal effect; % is scaled to controls: 0 for no effect and ±100 for the full control effect
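Eya2 (0.2 uM) preincubated 10 min at ambient with compound, then OMFP substrate added at 50 uM; 10 min reaction in 50 mM HEPES pH 7.5, 50 mM NaCl, 5 uM MgCl2, 0.05% BSA, 1 mM DTT. Fluorescence read at Ex 485/Em 525 nm.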
p53 reactivator = re-activators of mutant p53. 0.063% of 320,000 active. H1299 p53-A138V BP100-luciferase reporter, luminescence, 24 h. Potency, µM (top dose mostly 92.2 µM), for inactives: at the top dose activity change, positive = activation, usual class: activators. AID 504706; also: potency is read from the fitted curve at half-maximal effect; % of control where 0% means no effect; nearly all actives have a fitted effect of over 45% in size
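H1299 (p53-null), stable ts p53-A138V + BP100-Luc; 1000 cells/well, Opti-MEM/10% FBS; cpd 4 pt, 1:5; 24 h, 37 deg C, 5% CO2; detection reagent 10 min RT; luminescence.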
The depositor's hits bear a star; ? = inconclusive; · = no result given; [ ] = dose if it differs, or a comment. Unless noted, calls follow the shape of the dose curve; as a rule, active = well fitted curve in the direction sought with a large enough effect; inconclusive = small, poorly fitted or top-dose-only effect, or another doubt; inactive = no such curve, though single readings can be large; an effect the other way counts as inactive or inconclusive.

| nr | molecule | PTAP TSG101 blk | B2AR arrestin | USP2a inh | TRPV1 ag | BRCA1 expr up | ELG1 genotoxic |
| --- | --- | --- | --- | --- | --- | --- | --- |
| 1 | O=C(NCCN1CCNC1=O)C1CCC(=O)N(Cc2ccccc2F)C1 (stereo not drawn) | -1.8% | 0.3% | -0.6% | -5.0 | 3.5% | 6.1% |
| 2 | COc1ccc(CCNC(=O)c2c(O)c3ccccc3n(C)c2=O)cc1 | 2.8% | 0.0% | -0.2% | 3.1 | -10.5% | -4.6% |
| 3 | CCOC(=O)C1(Cc2ccccc2C)CCCN(C(=O)c2ccc3nccnc3c2)C1 (stereo not drawn) | -3.5% | -0.7% | 0.2% | 3.0 | 11.7% | -22.8% |
| 4 | Cn1c(CN2CCCC2)nc2cc(NC(=O)c3ccco3)ccc21 | -9.9% | -0.1% | 0.2% | 1.7 | 5.62µM* | 14.6µM* |
| 5 | Cc1ccc(NC(=O)N(CCCN2CCOCC2)Cc2cc3cc4c(cc3[nH]c2=O)OCO4)cc1 | -0.6% | 0.1% | 0.9% | 15.8 | -19.8% | 7.1% |
| 6 | O=C(c1cc(-c2ccccc2)nc2ccccc12)N1CCN(c2ccccn2)CC1 | -1.2% | -0.4% | -1.0% | -14.9 | 9.3% | -13.1% |
| 7 | O=C1CCCN1c1ccc(S(=O)(=O)NCc2ccco2)cc1 | -7.5% | -0.4% | -0.6% | 0.4 | 29.6% | -2.2% |
| 8 | CCCn1c(SCC(=O)NCc2ccccc2)n[nH]c1=O | -1.8% | 0.0% | 7.0% | 0.5 | 1.0% | -2.1% |
| 9 | Cc1nc2ccc(S(=O)(=O)NC(C(=O)N3CCn4c3nc3ccccc34)C(C)C)cc2s1 (stereo not drawn) | -3.9% | 0.8% | 6.0% | · | -12.3% | -4.0% |
| 10 | COc1ccccc1C(=O)Nc1sc(C(=O)N2CCCC2)c(C)c1C#N | -9.5% | -0.2% | 1.6% | 2.6 | -10.6% | -11.6% |
| 11 | Cc1noc(/C=C/c2ccco2)c1S(=O)(=O)N1CCC(C(=O)N(C)Cc2ccccc2)CC1 | -8.2% | 3.8% | ? | 1.0 | -43.2% | -1.3% |
| 12 | O=C(CSc1nnc(CNC(=O)C23CC4CC(CC(C4)C2)C3)n1-c1ccccc1)Nc1ccc(F)cc1 | -2.9% | 0.9% | -1.4% | -3.9 | -16.7% | -2.8% |
| 13 | Cc1sc2ncn(CC(=O)NCCCC(=O)NCc3ccc(F)cc3)c(=O)c2c1C | -9.6% | -0.4% | -1.9% | -0.5 | -9.6% | ? |
| 14 | FC(F)(F)c1cc(-c2ccccc2)nc(N2CCCCC2)n1 | -1.2% | -0.2% | -0.2% | 0.8 | -43.6% | -0.6% |
| 15 | COc1cc2c(cc1OC)C1(Nc3c-2c(C)nn3-c2ccccc2)C(=O)Nc2ccccc21 (stereo not drawn) | 1.0% | 0.4% | 2.1% | 0.0 | -51.7% | -2.6% |
| 16 | O=C(Nc1ccccc1C(=O)NCCc1ccccc1)c1ccco1 | -2.2% | 0.0% | -0.7% | ? | 2.2% | 5.5% |
| 17 | Cc1ccc(CNC(=O)CCc2nc3ccccc3c(=O)[nH]2)cc1 | -3.1% | 0.3% | -0.9% | -3.2 | -21.4% | -0.6% |
| 18 | COc1ccccc1NC(=O)c1cc(-c2cc(OC)c(OC)c(OC)c2)nc2ccccc12 | -2.8% | 0.1% | 0.9% | -3.2 | -53.0% | -2.3% |

| nr | a7 integrin act | S-ASM inh | uPA generation | Eya2 phos inh | p53 reactivator |
| --- | --- | --- | --- | --- | --- |
| 1 | 12.8% | · | 2.4% | 6.1% | 11.1% |
| 2 | 23.2% | -3.3% | -0.1% | 5.6% | · |
| 3 | 6.6% | · | -1.5% | 7.6% | -12.5% |
| 4 | 17.0% | 10.8% | -1.0% | -6.8% | 7.7% |
| 5 | -11.4% | 17.6% | -3.9% | -9.9% | 16.6% |
| 6 | 1.3% | -6.4% | -1.3% | 5.3% | 15.2% |
| 7 | 33.4% | 2.4% | -2.8% | -6.6% | 4.2% |
| 8 | 1.7% | -1.0% | 4.8% | 13.3% | -0.5% |
| 9 | 9.1% | -4.0% | -1.1% | -3.3% | -2.2% |
| 10 | -0.9% | 3.2% | -4.7% | -15.4% | -9.4% |
| 11 | -29.9%[7.66 µM] | 4.3% | -3.8% | 1.0% | 2.9% |
| 12 | -11.7% | 3.3% | 1.9% | 1.2% | -11.4% |
| 13 | -6.5% | 2.4% | 2.7% | 0.3% | -9.0% |
| 14 | -22.6% | 15.7% | 5.4% | -7.3% | 12.2% |
| 15 | -2.5% | -0.3% | 2.7% | -5.2% | -0.8% |
| 16 | -6.8% | -2.7% | 0.6% | -17.7% | ? |
| 17 | ? | 2.4% | 2.0% | -21.6% | -21.1% |
| 18 | ? | -6.5% | -2.4% | 10.4% | -8.6% |

Compounds listed so far with a thiophene ring, fused or not (2):
| nr | molecule | PTAP TSG101 blk | B2AR arrestin | USP2a inh | TRPV1 ag | BRCA1 expr up | ELG1 genotoxic |
| --- | --- | --- | --- | --- | --- | --- | --- |
| 10 | COc1ccccc1C(=O)Nc1sc(C(=O)N2CCCC2)c(C)c1C#N | -9.5% | -0.2% | 1.6% | 2.6 | -10.6% | -11.6% |
| 13 | Cc1sc2ncn(CC(=O)NCCCC(=O)NCc3ccc(F)cc3)c(=O)c2c1C | -9.6% | -0.4% | -1.9% | -0.5 | -9.6% | ? |

| nr | a7 integrin act | S-ASM inh | uPA generation | Eya2 phos inh | p53 reactivator |
| --- | --- | --- | --- | --- | --- |
| 10 | -0.9% | 3.2% | -4.7% | -15.4% | -9.4% |
| 13 | -6.5% | 2.4% | 2.7% | 0.3% | -9.0% |

Values by screen from the list.
S-ASM inh, compounds 3 to 11 → ·, 10.8%, 17.6%, -6.4%, 2.4%, -1.0%, -4.0%, 3.2%, 4.3%
TRPV1 ag, compounds 3 to 11 → 3.0, 1.7, 15.8, -14.9, 0.4, 0.5, ·, 2.6, 1.0

Individual results from the list.
Under USP2a inh, #17 is listed with -0.9%
Under B2AR arrestin, #5 is listed with 0.1%
Under uPA generation, #14 is listed with 5.4%
Under a7 integrin act, #13 is listed with -6.5%
Under a7 integrin act, #12 is listed with -11.7%
Under USP2a inh, #3 is listed with 0.2%
Under p53 reactivator, #6 is listed with 15.2%

Retrieved one by one from the list above (2):
| nr | molecule | PTAP TSG101 blk | B2AR arrestin | USP2a inh | TRPV1 ag | BRCA1 expr up | ELG1 genotoxic |
| --- | --- | --- | --- | --- | --- | --- | --- |
| 1 | O=C(NCCN1CCNC1=O)C1CCC(=O)N(Cc2ccccc2F)C1 (stereo not drawn) | -1.8% | 0.3% | -0.6% | -5.0 | 3.5% | 6.1% |
| 7 | O=C1CCCN1c1ccc(S(=O)(=O)NCc2ccco2)cc1 | -7.5% | -0.4% | -0.6% | 0.4 | 29.6% | -2.2% |

| nr | a7 integrin act | S-ASM inh | uPA generation | Eya2 phos inh | p53 reactivator |
| --- | --- | --- | --- | --- | --- |
| 1 | 12.8% | · | 2.4% | 6.1% | 11.1% |
| 7 | 33.4% | 2.4% | -2.8% | -6.6% | 4.2% |

Compounds as they come. Share with any hit: about 2.6%.
